Screening results as filed in PubChem BioAssay.
PhoP GFP inhibition = Inhibition of PhoP regulon, Salmonella typhi GFP reporter cells, confirmation, 4 h (AID 1850) | inhibition, % at 50 µM; hits with a dose series show IC50 in µM | Salmonella Typhi PhoP-promoter GFP reporter, fluorescence, 4 h; higher % means a stronger effect | 310,000 compounds, 0.33% hits; in the data active = a potency from the dose series; inconclusive = inhibition mostly from about 25% at the one dose, without a potency; inactive = the rest, 99 in 100 with inhibition below about 19%;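 also: 0% = induced wells with vehicle and 100% = uninduced wells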
tuberculosis growth = growth inhibition of non-replicating M. tuberculosis (AID 488890); Mycobacterium tuberculosis non-replicating, growth inhibition; higher % means a stronger effect; inhibition, % at 25 µM, or IC50 in µM where a hit was titrated; 320,000 compounds, 0.39% hits; in the data active = a potency from the dose series; inconclusive = inhibition mostly from about 82% at the one dose, without a potency; inactive = the rest, 99 in 100 with inhibition below about 76%;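 also: plate controls were DMSO cells for no effect and high antibiotic wells for full effect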
VEEV TC-83 Vero = inhibitors of VEEV TC-83 cytopathic effect, confirmation, Vero cells (AID 588727); Vero cells, VEEV TC-83 cytopathic effect inhibition; higher % means a stronger effect; inhibition, % at 20 µM, or IC50 in µM where a hit was titrated; 350,000 compounds, 0.13% hits; in the data active = a potency from the dose series; inconclusive = inhibition mostly from about 14% at the one dose, without a potency; inactive = the rest, 99 in 100 with inhibition below about 12%; also: strong numbers were not always called active
H1N1 NS1A inhibition = NS1A inhibition, H1N1 influenza, cell based functional assay (AID 504329); one-dose inhibition, % at 12.5 µM; IC50 in µM for titrated hits; NS1A functional cell-based assay, percent inhibition; higher % means a stronger effect; 340,000 compounds, 0.3% hits; in the data active = a potency from the dose series; inconclusive = inhibition above about 27% without an active follow-up result; also: strong numbers were not always called active
M. tuberculosis HTS = M. tuberculosis growth inhibition, HTS (AID 449762) | M. tuberculosis H37Rv growth inhibition, 7H9 media; higher % means a stronger effect | inhibition, % at 25 µM, or IC50 in µM where a hit was titrated | 330,000 compounds, 0.59% hits; in the data active = a potency from the dose series; inconclusive = inhibition above about 70% without an active follow-up result;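 also: bacterial growth assessed after seven days of incubation; strong numbers were not always called active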
VEEV TC-83 Vero 10K pilot screen = also measured in VEEV TC-83 Vero; calls as there; inhibition, %; measured here: 10K pilot screen inhibition
Active calls of the source: *; i = inactive; ? = inconclusive; · = no result given; & = joins results of further samples. Rows were taken by chance; about 1.4% have a hit in one of these screens.

SMILES	PhoP GFP inhibition	tuberculosis growth	VEEV TC-83 Vero	H1N1 NS1A inhibition	M. tuberculosis HTS	others
O=[N+]([O-])c1ccc(N2CCN(c3ccc(F)cc3)CC2)cn1	16%	5%	2.1%	-1%	8%
CC(=O)N1CCOc2ccc(S(=O)(=O)N(C)c3cccc(C)c3)cc21	-4%	4%	2.2%	0%	1%
Cc1ccc(C)c(N2CCN(C(=O)Cn3c(=O)oc4cc(S(=O)(=O)N5CCCC5)ccc43)CC2)c1	13%	·	1.6%	-67%	-1%
COc1ccc(C2NC(=O)CCC2[N+](=O)[O-])c(OC)c1 (stereo not given)	6%	3%	0.2%	1%	?
COc1ccccc1NC(=O)COC(=O)c1ccc([N+](=O)[O-])s1	-7%	?	6.2%	4%	?
CCCNC(=O)C/C(C)=N/NC(=O)C(=O)Nc1ccccn1	2%	47%	i	-2%	?
COc1ccccc1CNC(=O)C(=O)NCC1OCCN1S(=O)(=O)c1ccccc1 (stereo not given)	-5%	19%	6.9%	5%	-10%
COC(=O)C1=C(C)N(CCc2cc(OC)c(OC)c(OC)c2)C(=O)N[C@H]1c1ccc(Br)cc1	0%	34%	·	·	19%
COc1ccc(CN2CCNCC2)c(OC)c1OC	5%&-3%	10%&3%	0.2%	-1%&7%	-6%&15%
CC(=O)Nc1cc(C(=O)NCc2ccco2)ccc1Sc1ccc(F)cc1	-3%	-7%	i	3%	-6%
CCCN(CC(=O)Nc1ccccc1OC)C(=O)c1ccc2c(c1)NC(=O)C(C)S2 (stereo not given)	·	34%	9.3%	-12%	-7%
CCOC(=O)C1C(=O)NCC1c1ccccc1 (stereo not given)	0%	0%	0.1%	-1%	3%
CC1CCC2(CC1)NC(=O)N(CC(=O)Nc1ccc3c(c1)CCC3)C2=O (stereo not given)	15%	-5%	i	2%	-1%
CC(C)C(NS(=O)(=O)c1ccc2c3c(cccc13)C(=O)N2)C(=O)O (stereo not given)	-5%	-19%	i	0%	-6%
CCCCC1CC(/C(C)=N/NC(N)=O)OC1=O (stereo not given)	-3%	-1%	i	-1%	-2%
COc1ccc(C(=O)OC(COc2ccccc2)Cn2ccnc2)cc1 (stereo not given)	4%	66%	0.1%	-33%	-3%
O=C(Cn1cnc2c(nnn2Cc2ccccc2)c1=O)NCc1ccccc1Cl	-11%	-6%	0.6%	-7%	11%
C=CCSc1nc2sc3c(c2c(=O)n1-c1ccccc1)CCN(C)C3	3%	37%	1.2%	-1%	10%
CCCCNC(=O)NCc1cnn(C)c1C	4%	-30%	i	-9%	2%
CC(C)(C)c1ccc(S(=O)(=O)N2CCNC(=O)C2)cc1	·	0%	i	-13%	1%
Cc1ccc(S(=O)(=O)N(CC(=O)N2CCOCC2)C2CCCCC2)cc1	1%	7%	2.4%	3%	-10%
Cc1ccc([N+](=O)[O-])cc1-c1[nH]c(-c2ccc(O)c(O)c2)nc1-c1ccccc1	-13%	1%	i	4%	-5%
Nc1nonc1-n1nnc(C(=O)N/N=C/c2ccc(Br)cc2)c1-c1ccc2c(c1)OCO2	-15%	6%	1.1%	-15%	4%
CS(=O)(=O)N(CC(=O)O)c1cccc(Cl)c1	-4%	-4%	1.2%	1%	-2%
CCC1(c2ccc(F)cc2)NC(=O)N(CC(=O)Nc2cc(S(=O)(=O)N(C)C)ccc2Cl)C1=O (stereo not given)	3%	24%	5.9%	13%	-1%
Fc1ccc(C2=Nn3c(nnc3-c3n[nH]c4c3CCC4)SC2)cc1	-1%	8%	5.5%	-7%	50%
Cc1cc(C(=O)NCC(c2ccco2)N2CCCC2)c2ccccc2n1 (stereo not given)	·	-2%	i	-19%	3%
CCCCC(=O)Nc1nc2c(OC)cc([N+](=O)[O-])cc2s1	-14%	8%	11%	3%	2%
Fc1ccc(N2CCN(Cc3cnc(Oc4ccc(Br)cc4)s3)CC2)cc1	-3%	62%	1.2%	10%	2%
Cc1ccc(N(Cc2cc3ccc(C)cc3[nH]c2=O)S(=O)(=O)c2ccccc2)cc1	8%	28%	6.5%	-1%	5%
CS(=O)(=O)c1ccc(C(=O)N2CCN(C(=O)c3ccco3)CC2)cc1	·	·	0.1%	-7%	·
O=C(OCC(=O)N1CCCc2ccccc21)c1cc(S(=O)(=O)N2CCOCC2)ccc1O	·	18%	2.1%	-5%	3%
O=C(c1cccs1)N1CCN(Cc2cccnc2)CC1	-11%	9%	i	-7%	5%
O=C(c1cc(COc2cccc(C(F)(F)F)c2)on1)N1CCC(c2ccncc2)CC1	-7%	70%	3.7%	0%	?
O=Cc1cccn1-c1c(C(=O)O)cnn1-c1ccccc1	4%	8%	1.6%	-4%	5%
CCC(C)(C)C(=O)Nc1ccc(C(N)=O)cc1	10%	-5%	0.6%	0%	3%
CC(C)C(=O)Nc1cccc(C(=O)Nc2nnc(C(C)C)s2)c1	-9%	5%	5.5%	7%	4%	VEEV TC-83 Vero 10K pilot screen=2.4
Cc1ccc(CNC(=O)Cn2ccc3cc(S(=O)(=O)N4CCCC4)ccc32)o1	6%	5%	0.1%	6%	4%
CN(C)CCNS(=O)(=O)c1ccc(N2CCN(c3ccc(F)cc3)CC2)c([N+](=O)[O-])c1	4%	39%	?	18%	3%
CN(C)S(=O)(=O)c1cc(C(=O)O)c(NC2CCCCC2)cc1Cl	-1%	24%	1.1%	13%	-9%
O=C1OC(c2ccc3c(c2)OCO3)=N/C1=C\c1ccc(C(=O)O)cc1	1%	-17%	1.5%	-8%	3%
CCOC(=O)N1CCN(C(=O)CSCc2ccc(Br)cc2)CC1	-5%	76%	0.4%	4%	-2%
CN(C)CCCN(C(=O)c1ccc(C(=O)c2ccccc2)cc1)c1nc2c(F)cccc2s1	-7%	18%	0.1%	12%	3%
CN1CC(=O)N(CC(=O)Nc2cccc3ccccc23)C1=O	·	-3%	3.0%	-11%	6%
O=C(Nc1nnc(S(=O)(=O)N2CCOCC2)s1)c1ccccc1Cl	3%	9%	i	-2%	-1%
CN(Cc1ccccc1)C(=O)C1CCCN1S(=O)(=O)c1ccc(Cl)cc1 (stereo not given)	·	16%	1.0%	1%	-1%
COC(=O)C1=CN(c2cc(C)cc(C)c2)C=C(C(=O)OC)C1c1cccc(F)c1	-2%	-18%	7.4%	-2%	-11%
COC(=O)c1c(-c2ccc(OC)cc2)oc2ccc(-c3ccc(OC)nc3)cc12	-14%	-10%	0.5%	6%	-6%	VEEV TC-83 Vero 10K pilot screen=3.7
CC(=O)Nc1ccc(Oc2ccc([N+](=O)[O-])cc2Cl)cc1	-7%	10%	1.9%	-1%	4%
CCOC(=O)c1cn(Cc2cccc(C)c2)nn1	-12%	?	0.8%	4%	-6%
COc1ccc(NS(=O)(=O)c2cccc(NC(=O)COc3ccc(OC)cc3)c2)cc1	17%	9%	i	6%	-3%
Cc1ccc(C)c2nc3sc(C(=O)N4CCOCC4)c(N)c3cc12	-7%	-4%	9.1%	-2%	38%
CC(C)CC(C(=O)NCC1CCCO1)N(C(=O)Cn1nnc(-c2ccc(F)cc2)n1)c1cccc(C(F)(F)F)c1 (stereo not given)	-5%	-2%	0.1%	1%	-9%
O=C1NC(=O)/C(=C\c2ccc(Oc3ccc([N+](=O)[O-])cn3)cc2)S1	15%	60%	i	0%	1%
COC(=O)c1ccc(C(=O)OC)c(NC(=O)CSCc2ccc(Br)cc2)c1	0%	-10%	0.6%	-4%	-4%
O=C(NCCCN1CCOCC1)c1ccc(Cl)cc1[N+](=O)[O-]	4%	4%	1.4%	-14%	1%
Cc1cc(N)ccc1NC(=O)CN1CCCC1	5%	0%	0.5%	-4%	3%
CCCc1ncc(C(O)c2cccc(OC)c2)n1C (stereo not given)	-10%	3%	2.0%	-5%	-4%
O=c1[nH]ncc(N2CCN(C(c3ccccc3)c3ccccc3)CC2)c1Cl	-2%	-5%	2.0%	-6%	4%
O=C(CCC1CCCN(C(=O)CCCc2ccccc2)C1)N1CCN(c2ccccn2)CC1 (stereo not given)	4%	7%	9.6%	-4%	2%
(next part)
SMILES	PhoP GFP inhibition	tuberculosis growth	VEEV TC-83 Vero	H1N1 NS1A inhibition	M. tuberculosis HTS	others
COc1ccc(S(=O)(=O)NCc2c(-c3ccccc3)noc2C)c(OC)c1	-5%	0%	?	-19%	-4%
O=C(Cn1cnc2c(cnn2-c2ccc(F)cc2)c1=O)NCc1ccco1	-3%	1%	i	-7%	1%
Cc1ccc(-c2csc(NC(=O)c3ccno3)n2)cc1	-2%	5%	2.2%	13%	-1%
Cn1cc(SCC(=O)NCc2ccc3c(c2)OCO3)c2ccccc21	10%	-11%	4.7%	27%	-5%
Cc1sc(NC(=O)C2CCCCC2C(=O)O)c(C(N)=O)c1-c1ccc(C(C)C)cc1 (stereo not given)	9%	20%	6.7%	-4%	-2%
CCCCCCn1c(CN2CCN(C(=O)c3ccco3)CC2)nc2c1c(=O)n(C)c(=O)n2C	11%	22%	7.2%	2%	-3%	VEEV TC-83 Vero 10K pilot screen=1.4
O=C(Cc1ccccc1)NNC(=O)Nc1ccc(Cl)c(Cl)c1	5%	19%	i	-2%	10%
O=C(CCCN1C(=O)c2ccccc2C1=O)Nc1ccccn1	-4%	-21%	1.1%	1%	-7%
N#Cc1ccc(-c2c(-c3ccccc3)ncc3cc(F)ccc23)cc1	·	·	5.3%	2%	37%
COc1ccc(-c2cn3cc(C)ccc3n2)cc1Br	-8%	24%	6.9%	22%	0%
Cc1cc(C)nc(NC(=O)c2c(C(=O)O)noc2C)n1	-5%	-1%	0.3%	6%	-1%

Reprinted at random: 2 records from the list.
SMILES	PhoP GFP inhibition	tuberculosis growth	VEEV TC-83 Vero	H1N1 NS1A inhibition	M. tuberculosis HTS	others
COc1ccc(-c2cn3cc(C)ccc3n2)cc1Br	-8%	24%	6.9%	22%	0%
N#Cc1ccc(-c2c(-c3ccccc3)ncc3cc(F)ccc23)cc1	·	·	5.3%	2%	37%

Compounds shown so far with fluorine, in the order listed:
SMILES	PhoP GFP inhibition	tuberculosis growth	VEEV TC-83 Vero	H1N1 NS1A inhibition	M. tuberculosis HTS	others
O=[N+]([O-])c1ccc(N2CCN(c3ccc(F)cc3)CC2)cn1	16%	5%	2.1%	-1%	8%
CC(=O)Nc1cc(C(=O)NCc2ccco2)ccc1Sc1ccc(F)cc1	-3%	-7%	i	3%	-6%
CCC1(c2ccc(F)cc2)NC(=O)N(CC(=O)Nc2cc(S(=O)(=O)N(C)C)ccc2Cl)C1=O (stereo not given)	3%	24%	5.9%	13%	-1%
Fc1ccc(C2=Nn3c(nnc3-c3n[nH]c4c3CCC4)SC2)cc1	-1%	8%	5.5%	-7%	50%
Fc1ccc(N2CCN(Cc3cnc(Oc4ccc(Br)cc4)s3)CC2)cc1	-3%	62%	1.2%	10%	2%
O=C(c1cc(COc2cccc(C(F)(F)F)c2)on1)N1CCC(c2ccncc2)CC1	-7%	70%	3.7%	0%	?
CN(C)CCNS(=O)(=O)c1ccc(N2CCN(c3ccc(F)cc3)CC2)c([N+](=O)[O-])c1	4%	39%	?	18%	3%
CN(C)CCCN(C(=O)c1ccc(C(=O)c2ccccc2)cc1)c1nc2c(F)cccc2s1	-7%	18%	0.1%	12%	3%
COC(=O)C1=CN(c2cc(C)cc(C)c2)C=C(C(=O)OC)C1c1cccc(F)c1	-2%	-18%	7.4%	-2%	-11%
CC(C)CC(C(=O)NCC1CCCO1)N(C(=O)Cn1nnc(-c2ccc(F)cc2)n1)c1cccc(C(F)(F)F)c1 (stereo not given)	-5%	-2%	0.1%	1%	-9%
O=C(Cn1cnc2c(cnn2-c2ccc(F)cc2)c1=O)NCc1ccco1	-3%	1%	i	-7%	1%
N#Cc1ccc(-c2c(-c3ccccc3)ncc3cc(F)ccc23)cc1	·	·	5.3%	2%	37%
